# Compound activity deposited in PubChem by The Scripps Research Institute Molecular Screening Center.
# GPR151 ag – activates the human receptor GPR151 | AID 1508602 | 650,000 compounds, 1% hits | PathHunter beta-arrestin GPR151 cells, luminescence | Q8TDV0 | activation, % at 11.2 µM; in the data active = activation above about 4.9%;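 note: 0% = median of compound wells and 100% = cells with positive control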
# Target sequence (Q8TDV0 whole entry, looked up): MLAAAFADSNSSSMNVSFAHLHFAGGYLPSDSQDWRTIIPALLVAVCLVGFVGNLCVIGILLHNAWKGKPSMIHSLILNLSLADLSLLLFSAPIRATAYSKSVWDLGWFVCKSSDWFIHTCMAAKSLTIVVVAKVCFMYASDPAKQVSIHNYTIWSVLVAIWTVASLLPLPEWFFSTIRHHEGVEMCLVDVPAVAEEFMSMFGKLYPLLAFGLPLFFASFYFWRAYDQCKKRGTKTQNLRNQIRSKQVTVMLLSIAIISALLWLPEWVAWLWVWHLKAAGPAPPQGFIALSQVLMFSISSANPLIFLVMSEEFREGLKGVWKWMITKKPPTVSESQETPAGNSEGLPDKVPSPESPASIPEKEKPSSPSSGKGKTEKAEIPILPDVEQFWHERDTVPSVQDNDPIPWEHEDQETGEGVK
# FBW7 act – human FBW7 E3 ligase activation, primary screen; 650,000 compounds, 0.13% hits; AlphaScreen FBW7–phospho-cyclin E peptide binding, activator screen; normalized activity (activation), % at 26.1 µM; AID 1259310; in the data active = normalized activity above about 1.9%;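 note: purified mutant Fbw7 with reduced substrate affinity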
# MITF inh – blocks human microphthalmia-associated transcription factor; AlphaScreen MITF homodimerization, bead proximity signal; inhibition, % at 2.6 µM; 650,000 compounds, 0.91% hits; in the data active = inhibition above about 50%;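 note: 0% = vehicle wells with protein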
# TEAD-YAP block – TEAD-YAP interaction inhibition | HEK-TIYL cells, TEAD-Gal4/YAP UAS-luciferase luminescence | inhibition, % at 9.12 µM | 640,000 compounds, 1.4% hits; in the data active = inhibition above about 32%;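 note: 0% = median of test compound wells and 100% = reference inhibitor wells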
# Starred values were filed as active, the others as inactive.
SMILES,GPR151 ag,FBW7 act,MITF inh,TEAD-YAP block
Oc1cccc(Nc2nnc(-c3ccc(Cl)cc3)c3ccccc23)c1,-0.1,-0.3,2,4
COc1ccc(OC)c(CCNC(=O)c2csc3c2CCCC3)c1,-0.1,-0.1,8,-9
C/C(=N\NC(=O)c1cc2ccccc2cc1O)c1ccccc1,4.5,0.2,-25,-2
C(=N\c1nnc2nc[nH]n12)/c1ccccn1,-1.4,-0.1,-4,0
CCn1cc(CN[C@H]2C[C@H]3C(=O)N[C@H](CC(C)C)C(=O)N3C2)c(C)n1,0.0,-0.1,2,-11
O=C(Nc1cc2cc(Br)ccc2oc1=O)c1ccc([N+](=O)[O-])cc1,-0.2,0.0,-6,-3
CC(C)c1ccc(OCC(=O)OCc2cc(-c3ccco3)on2)cc1,-1.8,0.1,15,4
COc1cccc(OC)c1C(=O)Nc1cc([N+](=O)[O-])ccc1C,-0.3,0.0,1,4
CCOC(=O)C1C(=O)C=C(Nc2ccccc2F)CC1c1cccc(OC)c1 (configuration not stated),1.7,-0.1,7,-34
Cc1ccc(CNC(=O)c2ccc(NS(C)(=O)=O)cc2)cc1,0.8,-0.1,5,-23
O=C(/C=C/c1ccccc1)NC(=S)NNC(=O)Cc1cccs1,0.5,-0.9,-7,-41
Cn1c(=O)cc(SCC(=O)Nc2cccc(C#N)c2)c2ccc(Cl)cc21,0.7,0.2,2,-2
CCc1ccc(S(=O)(=O)Nc2ccc(O)c3ccccc23)cc1,-1.0,-0.6,2,3
CN1CCN(C(=O)c2ccc(Sc3cccc(Cl)c3)c([N+](=O)[O-])c2)CC1,0.5,0.0,18,11
O=C(CCCCc1ccccc1)NC1CCCCC1,0.3,0.4,0,-3
COc1cccc(CNC(=O)CC2C(=O)NCCN2CCC(C)C)c1 (configuration not stated),0.9,0.2,2,6
COC(=O)c1ccc(NC(=O)/C(=C\c2ccc3c(c2)OCO3)NC(=O)c2ccccc2OC)cc1,-0.4,0.2,3,-10
COCc1cccc(NC(=O)c2ncn[nH]2)c1,-0.2,0.1,16,1
CC(=O)N(C)c1ccc(N=Nc2c(-c3ccccc3)[nH][nH]c2=O)cc1,-0.6,0.6,14,12
Cc1ccc(C)c(Nc2nnc(-c3ccc(C)c(S(=O)(=O)N4CCN(C)CC4)c3)c3ccccc23)c1,0.5,-0.1,11,7
COCc1nn2c(C(F)(F)F)cc(C)nc2c1-c1ccccc1,0.3,0.1,1,2
COc1ccc(C)cc1NC(=O)Cn1nc(C(=O)N2CCOCC2)cc1-c1cccs1,-1.5,0.3,11,1
CCOC(=O)C(=NCCCN(C)C)NNc1cc(C(F)(F)F)ccc1Cl,0.0,-0.1,-2,-4
Fc1ccc(C2CC(c3ccccc3F)n3nnnc3N2)cc1 (configuration not stated),1.4,-0.2,-6,1
O=C(NCCc1ccccc1)Nc1ccc(CN2CCN(c3ccccn3)CC2)cc1,-0.6,0.3,12,2
CN1C(=O)C(=Cc2cn(CC(=O)O)c3ccccc23)C(=O)N(C)C1=S,0.0,0.2,-3,-9
O=C(NC1CCCCCC1)c1ccc2c(=O)n(Cc3ccc4c(c3)OCO4)c(=O)[nH]c2c1,-0.2,0.0,-6,-4
Cc1[nH]c(-c2ccc(F)cc2)cc1C(=O)NCc1cccnc1,0.9,-0.2,17,-12
C=CCn1c(=O)c2ccccc2n2c(SCC(=O)NC(=O)NCC(C)C)nnc12,-0.7,0.1,7,2
CC1CCCC(C)N1C(=O)c1cc2cc([N+](=O)[O-])ccc2oc1=O (configuration not stated),0.4,-0.2,-4,1
CC(=O)C1=C(O)C(=O)N(CCN2CCNCC2)C1c1ccccc1Cl (configuration not stated),0.4,-0.2,-7,-9
COCCNC(=O)c1ccc2c(=O)n(Cc3ccco3)c(SCC(=O)Nc3ccc(C)cc3)nc2c1,0.2,0.0,-8,11
CC1CCCN(c2c(-c3ccc4c(c3)OCC(=O)N4)c(=O)c2=O)C1 (configuration not stated),-0.6,0.1,7,0
Cc1ccc(-c2nnc(Nc3ccc4c(c3)OCO4)c3ccccc23)cc1S(=O)(=O)NC(C)C,-0.6,0.0,9,12
O=C(/C=C/c1cccc([N+](=O)[O-])c1)NCc1ccccc1,0.1,-0.1,8,4
Cc1ccc(NC(C)C(=O)N/N=C/c2ccncc2)cc1 (configuration not stated),2.3,-0.1,47,2
Cc1ccc(-c2nn3c(C)nnc3s2)cc1NC(=O)COc1ccc(Cl)cc1C,0.2,0.0,-9,-8
CC(C)CC(=O)Nc1ccc(Cl)cc1C(F)(F)F,1.6,0.1,1,3
Cc1ccc(NC(=O)C2C3C=CC4(O3)C2C(=O)N(CCN(C)Cc2ccccc2)C4C(=O)NC2CCCCC2)cc1C (configuration not stated),-0.8,0.0,1,4
Cc1ccc(NC(=O)c2cc(I)ccc2Cl)cc1Cl,-0.3,-0.1,-3,-3
CN1C(=O)C(=O)N(CC(=O)NCCc2ccccc2)C1=O,-0.9,0.1,9,-2
CCOC(=O)c1c(NC(=O)C(C)Oc2ccc(F)cc2)sc2c1CCC(CC)C2 (configuration not stated),0.8,0.0,0,4
O=C1C(=O)N(Cc2ccc(Cl)cc2Cl)c2ccccc21,0.7,-0.1,-6,-1
COC1CCN(c2cc(C#N)cc(-c3ccnc(Nc4ccc(-n5cnc(C)n5)cc4)n3)c2)CC1,-0.7,-0.1,-9,-4
CCOC(=O)CSC(C)C(=O)Nc1nnc(C)s1 (configuration not stated),-2.5,-0.1,8,-3
Cc1oc2c(cc(NS(=O)(=O)c3ccc(C(C)(C)C)cc3)c3ccccc32)c1C(=O)OC(C)C,1.2,0.2,-1,-5
COC(=O)c1sccc1NC(=O)C(c1ccccc1)N1Cc2ccccc2C1=O (configuration not stated),-0.2,-0.1,6,8
CCc1nn2c(N(C)CCO)cc(C)nc2c1-c1ccc(F)cc1,1.2,0.0,-5,0
COc1ccc(S(=O)(=O)Nc2ccc(F)cc2)c(C)c1C,0.9,-0.1,-18,-1
O=C(NC(NCC12CC3CC(CC(C3)C1)C2)(C(F)(F)F)C(F)(F)F)c1ccc(Cl)cc1,0.6,-0.1,-12,3

# Next part; the last 5 above are carried over.
SMILES,GPR151 ag,FBW7 act,MITF inh,TEAD-YAP block
Cc1oc2c(cc(NS(=O)(=O)c3ccc(C(C)(C)C)cc3)c3ccccc32)c1C(=O)OC(C)C,1.2,0.2,-1,-5
COC(=O)c1sccc1NC(=O)C(c1ccccc1)N1Cc2ccccc2C1=O (configuration not stated),-0.2,-0.1,6,8
CCc1nn2c(N(C)CCO)cc(C)nc2c1-c1ccc(F)cc1,1.2,0.0,-5,0
COc1ccc(S(=O)(=O)Nc2ccc(F)cc2)c(C)c1C,0.9,-0.1,-18,-1
O=C(NC(NCC12CC3CC(CC(C3)C1)C2)(C(F)(F)F)C(F)(F)F)c1ccc(Cl)cc1,0.6,-0.1,-12,3
CCN(CC)CCNc1c([N+](=O)[O-])c(=O)n(CC)c2ccccc12,1.0,0.3,-2,0
O=C(CN1CCSc2ccccc21)Nc1ccc(Cl)cc1F,-0.6,0.1,-1,11
O=C(Nc1nnc(SCCN2C(=O)c3ccccc3S2(=O)=O)s1)c1ccccc1,1.6,0.1,-1,1
Cc1noc(C)c1C(=O)N[C@@H](Cn1nnc2ccccc21)C(C)C,1.1,-0.1,-3,4
CC(C)CCN1CCNC(=O)C1CC(=O)N1CCC(CN2CCOCC2)CC1 (configuration not stated),-1.9,0.1,-15,-8
CCOCCCN(Cc1ccc(Cl)cc1)S(=O)(=O)c1ccc(S(N)(=O)=O)cc1,0.3,-0.1,-7,1
Cc1cccc(CN2CCC(N3CCC(C(=O)N(C)C(C)C)CC3)CC2)n1,-1.2,0.2,16,-11
Cc1ccc(N(CC(=O)NC2CC3CCC2C3)S(C)(=O)=O)cc1C (configuration not stated),-0.8,-0.1,10,9
O=C(CSc1cccc[n+]1[O-])N1CCC(Cc2ccccc2)CC1,1.3,0.0,-11,-1
O=C(COC(=O)C1=COCCO1)Nc1ccc(F)c([N+](=O)[O-])c1,-0.4,0.0,3,0

# Single values from the list:
# Result of O=C(CSc1cccc[n+]1[O-])N1CCC(Cc2ccccc2)CC1 under GPR151 ag: 1.3
# Result of CC(C)CCN1CCNC(=O)C1CC(=O)N1CCC(CN2CCOCC2)CC1 (configuration not stated) under MITF inh: -15
# Result of O=C(COC(=O)C1=COCCO1)Nc1ccc(F)c([N+](=O)[O-])c1 under FBW7 act: 0.0
# Result of O=C(CN1CCSc2ccccc21)Nc1ccc(Cl)cc1F under TEAD-YAP block: 11

# Further compounds:
SMILES,GPR151 ag,FBW7 act,MITF inh,TEAD-YAP block
COc1cc(C(=O)N2CCOCC2)cc(OC)c1OC,3.4,0.1,-5,-5
Cc1ccc(S(=O)(=O)N(CC(=O)N(C)C)c2cccc(Br)c2)cc1,-0.2,0.6,26,0
CCOc1cc(C(=O)NC2=C(C(=O)OC)SCC2)cc(OCC)c1OCC,2.5,0.0,-1,-3
NC(Cc1ccc(O)cc1)C(=O)O (configuration not stated),-0.4,0.0,-2,7
CC(C)(O)C1(C)c2ccccc2CCN1Cc1ccccc1 (configuration not stated),-1.3,0.1,1,3
O=C(Nc1c(F)c(F)cc(F)c1F)C1CC2CCCN2C12C(=O)Nc1ccccc12 (configuration not stated),4.0,0.2,15,-1
Cc1ccc(S(=O)(=O)NCCCCCC(=O)Oc2ccc3c4c(c(=O)oc3c2)CCCC4)cc1,-0.9,-0.1,-1,9
CCC(Sc1nnc2c3ccccc3n(CCc3ccccc3)c2n1)C(=O)Nc1ccc(S(N)(=O)=O)cc1 (configuration not stated),-1.7,0.1,7,-12
O=C(c1ccc(N2CCc3ccccc32)c([N+](=O)[O-])c1)N1CCOCC1,-0.1,-0.7,11,-6
COCCCNc1ccc([N+](=O)[O-])cc1C(=O)Nc1cccc(Cl)c1C,-0.9,0.4,6,-17
Cn1c(Nc2nc(NCc3cccc(C(F)(F)F)c3)c3ncn(CCN4CCCC4=O)c3n2)nc2ccccc21,-1.1,-0.1,8,8
CCOC(=O)c1cc(NC(=O)SCC(=O)O)c(C)nc1C,0.1,0.1,-14,5
Cc1ccc(Cl)cc1NS(=O)(=O)c1cnc[nH]1,-0.4,0.1,10,-6
COc1cc(C(=O)N(Cc2nc(-c3cccc(C)c3)no2)C(C)C)cc(OC)c1OC,2.7,0.3,5,0
CC(C)NC(=O)CC1Sc2ccc(Cl)cc2NC1=O (configuration not stated),2.3,0.8,20,-6
NC(=O)NS(=O)(=O)c1ccc(NC(=S)NC(=O)/C=C/c2ccco2)cc1,-0.1,-0.2,-3,-2
COc1ccc(-c2csc(NC(=O)c3ccc(OC)c(OC)c3)n2)cc1Br,-0.1,0.0,-6,-1
CC(C)(C)C1CCc2c(sc3c2C(=O)NC(c2ccc(Cl)cc2)N3)C1 (configuration not stated),-1.1,0.2,7,-9
CCN(C(=O)c1sc(NC(=O)c2cccs2)c(C#N)c1C)C1CCCCC1,0.3,-0.4,-12,4

# Random excerpt: 2 records from the list.
SMILES,GPR151 ag,FBW7 act,MITF inh,TEAD-YAP block
Cc1ccc(Cl)cc1NS(=O)(=O)c1cnc[nH]1,-0.4,0.1,10,-6
CCOC(=O)c1cc(NC(=O)SCC(=O)O)c(C)nc1C,0.1,0.1,-14,5
